TrxR1 substrate: is turned over as a substrate by rat TrxR1; O89049; purified TrxR1 substrate turnover, NADPH consumption readout; Potency, µM (top dose mostly 114 µM), for the others: at the highest dose activity change, negative = substrate turnover; hit rate 0.01% among 390,000; AID 588456; further: potency means the concentration at half of the fitted maximal effect; on the % scale 0 is the no-effect control and ±100 the full control effect; nearly all actives have a fitted effect of over 50% in size
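Rat TrxR1, dispensed at 90 nM, was prereduced with 400 uM NADPH (final) for 5 min at ~22 deg C, then incubated with compound 15 min before 400 uM selenite. A first-read NADPH fluorescence drop versus no-compound background flagged substrates.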
D2 agonist: activates the human D2 dopamine receptor; AID 485358; hit rate 0.53% among 340,000; HEK293 T-REx D2 cells, calcium flux agonist mode; P14416; activation, % at 2 µM;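 active means activation over 3 SD above normal in the single-dose calcium agonist read, cut at about 30% in these data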; further: 0% is about no effect
Target sequence (P14416 whole entry, looked up): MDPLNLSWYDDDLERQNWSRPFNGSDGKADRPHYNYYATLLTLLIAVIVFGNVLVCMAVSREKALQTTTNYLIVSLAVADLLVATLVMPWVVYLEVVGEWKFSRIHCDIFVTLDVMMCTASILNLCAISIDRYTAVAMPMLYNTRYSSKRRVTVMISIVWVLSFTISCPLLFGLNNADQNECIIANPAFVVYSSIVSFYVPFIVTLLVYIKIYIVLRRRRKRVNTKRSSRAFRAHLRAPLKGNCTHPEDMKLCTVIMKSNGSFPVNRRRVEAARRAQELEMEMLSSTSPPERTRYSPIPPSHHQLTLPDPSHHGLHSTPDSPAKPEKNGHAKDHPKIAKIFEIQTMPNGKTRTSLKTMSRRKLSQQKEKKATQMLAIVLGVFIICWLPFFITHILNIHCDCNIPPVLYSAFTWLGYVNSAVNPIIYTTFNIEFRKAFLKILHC
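Agonism scored from kinetic calcium signal (1 read/sec, 180 s) following compound pin transfer, after a 10 s baseline. Cells: HEK293 Trex line expressing inducible D2 receptor coupled to calcium, dye-loaded after overnight culture at 30 C.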
TRHR enhancer: allosterically enhances the human TRH receptor; TRHR cells, fluo-8 calcium fluorescence, EC20 TRH enhancement; AID 493056; enhancement, % at 2 µM; hit rate 0.66% among 360,000; P34981; in the data active means enhancement above about 30%; further: 0% is about no effect
Target sequence (P34981 whole entry, looked up): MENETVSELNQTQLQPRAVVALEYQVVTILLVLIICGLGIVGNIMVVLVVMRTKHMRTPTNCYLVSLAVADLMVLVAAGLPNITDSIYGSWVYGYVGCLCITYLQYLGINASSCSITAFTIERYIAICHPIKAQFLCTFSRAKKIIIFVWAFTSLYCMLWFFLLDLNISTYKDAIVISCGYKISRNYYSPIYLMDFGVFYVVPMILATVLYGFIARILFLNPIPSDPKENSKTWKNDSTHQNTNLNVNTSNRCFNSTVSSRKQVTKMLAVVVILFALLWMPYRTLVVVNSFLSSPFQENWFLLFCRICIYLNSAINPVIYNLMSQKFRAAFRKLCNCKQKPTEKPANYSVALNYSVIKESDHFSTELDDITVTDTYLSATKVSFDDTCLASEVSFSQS
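Enhancer read-out: after compound pinning and an initial kinetic agonist-mode read, an EC20 of TRH (10 nM final) was injected and fluo-8 calcium signal (Ex 480/Em 530) followed at 1 s/cycle for 100 cycles in TRHR-expressing cells.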
TRHR ag: agonists of human TRH receptor. P34981. TRHR cells, calcium flux fluo-8, FDSS agonist mode. activation, % at 2 µM. hit rate 0.18% among 360,000. AID 493084; in the data active means activation above about 30%; further: 0% is about no effect
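Fluo-8-loaded TRHR cells; 10 s baseline, compound added, kinetic Ca2+ fluorescence read 1/s, agonist mode.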
Pin1 inhibitor: human Pin1 inhibition; Q13526; Pin1 FP peptide displacement, HiFluor488, 10 min; Potency, µM (series often up to 115 µM), for the others: at the highest dose activity, negative = inhibition, usual class: inhibitors; hit rate 0.009% among 390,000; active means well fitted inhibition curve with a large enough effect in the polarisation, with a control signal flat, not every such curve was filed as active; inconclusive means small, poorly fitted or top-dose-only effect, or effect the other way, or a change in a side signal; inactive means no such curve, though single readings can be large or run the other way; the % refers to the polarisation; further: potency means the concentration at half of the fitted maximal effect; on the % scale 0 is the no-effect control and ±100 the full control effect
Target sequence (Q13526 whole entry, looked up): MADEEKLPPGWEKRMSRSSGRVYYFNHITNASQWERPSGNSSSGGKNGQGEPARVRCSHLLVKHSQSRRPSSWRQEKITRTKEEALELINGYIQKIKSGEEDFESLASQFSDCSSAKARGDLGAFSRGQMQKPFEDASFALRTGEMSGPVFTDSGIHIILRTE
D2 antagonist: antagonists of human D2 dopamine receptor | inhibition, % at 10 µM | HEK293 TREx D2 cells, calcium flux, dopamine EC80 | P14416 | hit rate 2% among 340,000; in the data active means inhibition above about 30%; further: 0% is about no effect
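Read-out: kinetic calcium fluorescence (1 cycle/s) in inducible HEK293 T-REx D2 cells after an EC80 dopamine addition that followed 180 s compound preincubation. Loss of the dopamine response indicates antagonism.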
USP1 inh: blocks the human USP1/UAF1 deubiquitinase complex; O94782; recombinant USP1/UAF1, Ub-Rhodamine cleavage fluorescence; Potency, µM (series often up to 57.1 µM), inactives show top-dose activity change, negative = inhibition, hits mostly inhibitors; hit rate 0.23% among 390,000; further: potency means the concentration at half of the fitted maximal effect; on the % scale 0 is the no-effect control and ±100 the full control effect; nearly all actives have a fitted effect of over 60% in size; inactives centre near -12
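In this screen, compounds sit with the deubiquitinase complex (1nM) for 15 min at room temperature before Ub-Rho is added at 150nM final. Fluorescence rise is then followed for 6 reads every 60 seconds.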
mIDH1 inhibitor: inhibitors of human mutant IDH1 R132H; hit rate 0.093% among 390,000; Potency, µM (highest dose often 76.6 µM), without a hit: at the highest dose activity change, negative = inhibition, most hits filed as inhibitors; AID 602179; O75874; IDH1-R132H enzyme, NADPH consumption, diaphorase/resazurin fluorescence; further: potency means the concentration at half of the fitted maximal effect; on the % scale 0 is the no-effect control and ±100 the full control effect; nearly all actives have a fitted effect of over 65% in size
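IDH1-R132H (0.5 ug/mL) preincubated 30 min with compound, then NADPH (0.016 mM) and alpha-KG (2 mM) added; 80 min at RT, pH 7.5. Remaining NADPH coupled via diaphorase/resazurin to fluorescence (540/590 nm); concentration-response curves normalized to no-enzyme control.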
TrxR1 inh: blocks rat thioredoxin reductase 1. O89049. Potency, µM (titrated, usually from 114 µM), without a hit: at the highest dose activity change, negative = inhibition, actives largely listed as inhibitors. AID 588453. recombinant rTrxR1, NADPH fluorescence consumption, selenite substrate. hit rate 1% among 390,000; further: potency means the concentration at half of the fitted maximal effect; on the % scale 0 is the no-effect control and ±100 the full control effect; nearly all actives have a fitted effect of over 65% in size
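Rat TrxR1 (90 nM in the dispensed reagent) was pre-reduced with 400 uM NADPH for 5 min at room temperature, then incubated with compound for 15 min. After 400 uM selenite was added, NADPH fluorescence (Ex 340/Em 450 nm) was followed for 8 min.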
Starred values were filed as active, the others as inactive; ? = inconclusive; . = no result given; & = joins results of further samples; [ ] = remark or other dose. Unless noted, the call rests on the fitted dose curve; in most records, active means well fitted inhibition curve with a large enough effect; inconclusive means small, poorly fitted or top-dose-only effect; inactive means no such curve, though single readings can be large or run the other way. Not all compounds are listed, so the mix of outcomes need not match the whole.

#1 Cc1ccc(-n2c(C)cc(/C=C3/C(=N)N4C(c5ccccc5)=CSC4=NC3=O)c2C)cc1
#2 CC1Cc2ccccc2N1CC(=O)c1c(N)n(Cc2ccccc2)c(=O)n(C)c1=O (stereo not drawn)
#3 C=CCNC(=O)c1ccc(C2SCC(=O)N2Cc2ccccc2)cc1 (stereo not drawn)
#4 C=C(C)C1CC=C(C)/C(=N/NC(=O)COc2ccccc2C)C1 (stereo not drawn)
#5 CCOC(=O)c1[nH]c2ccccc2c1NC(=O)CCN1CC(C)OC(C)C1 (stereo not drawn)
#6 Cc1noc(C)c1C(=O)OCC(=O)NCc1ccc(Cl)cc1
#7 CCN(CC)C(=O)c1nc[nH]c1C(=O)N1CCN(C(=O)OC(C)(C)C)CC1
#8 COc1coc(/C=C/C(=O)O)cc1=O

assay / entry	1	2	3	4	5	6	7	8
TrxR1 substrate	-9%	-8%	4%	4%	13%	1%	1%	3%[57.1 µM]
D2 agonist	0.0	.	1.4	-0.8	0.0	-1.7	-0.6	0.8
TRHR enhancer	18	5	-2	0	-24	8	2	3
TRHR ag	0.8	1.0	-0.4	-0.3	0.0	-0.4	0.5	0.1
Pin1 inhibitor	0%	-5%	3%	0%	-1%	-3%	0%	10%
D2 antagonist	7	.	-1	3	4	5	-14	-1
USP1 inh	-1%	-10%	-17%	-6%	-4%	-11%	-6%	1%
mIDH1 inhibitor	-7%	-1%	10%	1%	0%	4%	3%	10%
TrxR1 inh	-19%	-2%	12%	3%	17%	18%	13%	-6%[57.1 µM]

Two compounds drawn at random from those above:
#1 Cc1ccc(-n2c(C)cc(/C=C3/C(=N)N4C(c5ccccc5)=CSC4=NC3=O)c2C)cc1
#6 Cc1noc(C)c1C(=O)OCC(=O)NCc1ccc(Cl)cc1

assay / entry	1	6
TrxR1 substrate	-9%	1%
D2 agonist	0.0	-1.7
TRHR enhancer	18	8
TRHR ag	0.8	-0.4
Pin1 inhibitor	0%	-3%
D2 antagonist	7	5
USP1 inh	-1%	-11%
mIDH1 inhibitor	-7%	4%
TrxR1 inh	-19%	18%

Next entries.
#9 CCN(C(=O)COC(=O)c1n[nH]c2ccccc12)c1ccccc1
#10 CS(=O)(=O)N(CC(=O)N1CCOCC1)c1ccccc1
#11 COc1ccc(C(=O)N[C@H](C(=O)NCCc2ccc3c(c2)OCCO3)C(C)C)cc1
#12 COc1ccc(C(=O)NC(=S)N2CCN(c3ccccc3OC)CC2)cc1OC
#13 c1ccc(CC(Cc2ccccc2)c2ccccn2)cc1
#14 O=C(CSc1nc2cc(C(=O)NC3CCCC3)ccc2c(=O)n1CC1CCCO1)c1ccc(F)cc1 (stereo not drawn)
#15 COc1ccc(CCC(=O)OCC(=O)Nc2ccccc2)cc1
#16 Cc1cc2c(=O)n(C)c(SCC(=O)NCC3CCCO3)nc2s1 (stereo not drawn)

assay / entry	9	10	11	12	13	14	15	16
TrxR1 substrate	9%	5%	-3%	-1%	-9%	-2%[57.1 µM]	1%	-2%
D2 agonist	0.3	0.9	.	0.2	.	0.3	-0.9	.
TRHR enhancer	-3	-1	.	-4	.	3	-6	.
TRHR ag	0.4	0.8	.	-0.7	.	-0.1	-1.0	.
Pin1 inhibitor	-1%	-11%	8%	-3%	-8%	1%	-1%	16%
D2 antagonist	10	15	.	6	.	.	1	.
USP1 inh	-2%	-24%	-11%	-13%	-13%	-19%	?	-14%
mIDH1 inhibitor	3%	11%	1%	0%	6%	-11%	12%	-6%
TrxR1 inh	37%[activator]	18%	11%	7%	-10%	8%[57.1 µM]	16%	9%

#17 COc1cc2c(cc1NC(=O)Cn1cnc3c1c(=O)n(C)c(=O)n3C)oc1ccccc12
#18 Cc1ccc(S(=O)(=O)NCCc2cc3ccc(C)c(C)c3[nH]c2=O)cc1
#19 O=C1c2ccccc2-c2c1nc1c([n+]2[O-])CCCC1
#20 O=C(/C=C/c1ccc(Br)cc1)NCc1cccs1
#21 O=C(O)C1CC=CCC1C(=O)NCc1cn2ccccc2n1 (stereo not drawn)
#22 COc1ccc(OCCCC(=O)Nc2nncs2)cc1
#23 O=C(COc1ccccc1Br)NCc1ccco1
#24 O=C1COc2ccc(-c3csc(NCCc4ccccc4)n3)cc2N1

assay / entry	17	18	19	20	21	22	23	24
TrxR1 substrate	.	8%	9%[57.1 µM]	-1%	11%[57.1 µM]	7%	-2%	-7%
D2 agonist	0.1	0.6	29	-0.6	-1.1	0.8	-0.1	0.6
TRHR enhancer	-1	-6	-6	-1	1	4	-1	9
TRHR ag	-0.2	1.9	-0.4	-0.4	-1.5	-0.3	-0.4	0.7
Pin1 inhibitor	.	-6%	0%	-5%	0%	1%	-2%	-3%
D2 antagonist	9	10	15	-9	0	4	24	1
USP1 inh	.	?	-10%	-4%	-11%	-6%	2%	-12%
mIDH1 inhibitor	.	6%	9%	7%	-13%	1%	5%	21%
TrxR1 inh	.	26%	-2%[57.1 µM]	0%	8%[57.1 µM]	7%	17%	-2%

#25 CCOc1cc(C2C3=C(CC(C)(C)CC3=O)OC3=C2C(=O)CC(C)(C)C3)cc([N+](=O)[O-])c1O
#26 CC1CCCCN1Cc1c(O)ccc2c(=O)c(-c3ccc(Cl)cc3)coc12 (stereo not drawn)
#27 N#Cc1ccc(CNc2cnccn2)cc1
#28 NC(=O)c1ccsc1NC(=O)COC(=O)CNC(=O)c1ccc(F)cc1
#29 C[C@H](CO)N1C[C@H](C)[C@@H](CN(C)Cc2ccncc2)Oc2c(NC(=O)C3CC3)cccc2C1=O
#30 Cc1cc(C)cc(NS(=O)(=O)c2ccc(NC(=S)Nc3ccccc3)cc2)c1
#31 O=C(Nc1cccc(-c2cn3ccsc3n2)c1)c1ccccc1
#32 O=C(N/N=C/c1ccc(O)c(O)c1)C1c2ccccc2Oc2ccccc21

assay / entry	25	26	27	28	29	30	31	32
TrxR1 substrate	6%[57.1 µM]	62%[activator]	174%[activator]	-5%	4%	9%[57.1 µM]	-9%[57.1 µM]	1%
D2 agonist	-0.6	-1.4&1.1	-0.2	0.4	.	-0.2	-0.6	.
TRHR enhancer	-1	5&4	11	-5	.	-6	8	0
TRHR ag	-0.3	-0.1&-0.2	-0.7	1.1	.	-0.2	0.0	-0.3
Pin1 inhibitor	-5%	-5%&-2%	-1%	?	0%	-6%	0%	-8%
D2 antagonist	-10	-4	-5	13	.	7	-11	.
USP1 inh	?	-16%&-13%	-8%	-11%	-27%	-9%	-10%	-18%
mIDH1 inhibitor	17%	9%&38%	3%	-9%	21%	2%	9%	1%
TrxR1 inh	25%[57.1 µM]	-1%	-27%	12%	-5%	22%[57.1 µM]	-1%[57.1 µM]	13%

#33 CCOC(=O)CSc1nnc(NC(=O)c2ccc3c(c2)OCO3)s1
#34 N#C/C(=C\c1cn[nH]c1-c1ccccc1Br)C(=O)O
#35 CCCc1cc(=O)oc2cc(OC(C)C(=O)NC3CC(C)(C)NC(C)(C)C3)ccc12 (stereo not drawn)
#36 CCO[C@H]1OC(C(=O)N2CCN(Cc3ccc4c(c3)OCO4)CC2)=C[C@@H](c2ccccc2)[C@@H]1CCCO
#37 CCCNC1CCS(=O)(=O)C1 (stereo not drawn)
#38 O=C(Nc1cccc(C(=O)OCc2cc(=O)n3c4c(sc3n2)CCCC4)c1)c1ccccc1
#39 CCOC(=O)C1CCCN(C(=O)c2ccc(-c3ccccc3Cl)o2)C1 (stereo not drawn)
#40 O=C(c1cc([N+](=O)[O-])ccc1N1CCCCC1)N1CCCC1

assay / entry	33	34	35	36	37	38	39	40
TrxR1 substrate	7%	-5%[57.1 µM]	-2%	-2%	-1%	9%[57.1 µM]	1%[57.1 µM]	-14%
D2 agonist	-0.1	2.3	0.0	-0.2	0.5	1.1	.	1.0
TRHR enhancer	7	-2	19	5	2	0	.	-2
TRHR ag	-0.2	0.4	-0.3	-0.4	-0.6	-0.7	.	-0.6
Pin1 inhibitor	-4%	1%	5%	-14%	-4%	-1%	-2%	-6%
D2 antagonist	8	6	-1	-8	10	.	.	0
USP1 inh	-7%	-1%	-20%	-18%	-11%	?	-20%	-16%
mIDH1 inhibitor	5%	-1%	-8%	-2%	-1%	-4%	4%	-2%
TrxR1 inh	12%	-13%[57.1 µM]	37%	5%	-1%	23%[57.1 µM]	-16%[57.1 µM]	-16%

Whole records, looked up by structure. Screens in order: TrxR1 substrate, D2 agonist, TRHR enhancer, TRHR ag, Pin1 inhibitor, D2 antagonist, USP1 inh, mIDH1 inhibitor, TrxR1 inh
O=C(c1cc([N+](=O)[O-])ccc1N1CCCCC1)N1CCCC1 as listed: -14%, 1.0, -2, -0.6, -6%, 0, -16%, -2%, -16%
CCOC(=O)CSc1nnc(NC(=O)c2ccc3c(c2)OCO3)s1 as listed: 7%, -0.1, 7, -0.2, -4%, 8, -7%, 5%, 12%
N#C/C(=C\c1cn[nH]c1-c1ccccc1Br)C(=O)O as listed: -5%[57.1 µM], 2.3, -2, 0.4, 1%, 6, -1%, -1%, -13%[57.1 µM]
O=C(Nc1cccc(C(=O)OCc2cc(=O)n3c4c(sc3n2)CCCC4)c1)c1ccccc1 as listed: 9%[57.1 µM], 1.1, 0, -0.7, -1%, ., ?, -4%, 23%[57.1 µM]
